# KCNQ1 inh: human KCNQ1 channel inhibition. CHO-K1 KCNQ1, FluxOR thallium flux fluorescence; active compounds read high. B-score at 10 µM. 310,000 tested, 1.3% active. AID 2642;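 active = compounds whose thallium flux B-score, printed positive for inhibition, exceeds three library SD while starting fluorescence stays within three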;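 note: channel opened by potassium depolarization with thallium stimulus after 20 min compound exposure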
# TRPC4 potent: allosterically enhances the mouse TRPC4 cation channel; 310,000 tested, 0.42% active; B-score at 10 µM; HEK293 TRPC4beta/mu-opioid, DAMGO EC20, Fluo-4 Ca2+ flux; active compounds read high; Q9QUQ5;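 active = B-score of calcium response area above 5 SD of library B-scores, with initial fluorescence ratio within 5 SD of library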;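 note: B-score of integrated fluorescence ratio over time as area under calcium response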
# Target sequence (Q9QUQ5 whole entry, looked up): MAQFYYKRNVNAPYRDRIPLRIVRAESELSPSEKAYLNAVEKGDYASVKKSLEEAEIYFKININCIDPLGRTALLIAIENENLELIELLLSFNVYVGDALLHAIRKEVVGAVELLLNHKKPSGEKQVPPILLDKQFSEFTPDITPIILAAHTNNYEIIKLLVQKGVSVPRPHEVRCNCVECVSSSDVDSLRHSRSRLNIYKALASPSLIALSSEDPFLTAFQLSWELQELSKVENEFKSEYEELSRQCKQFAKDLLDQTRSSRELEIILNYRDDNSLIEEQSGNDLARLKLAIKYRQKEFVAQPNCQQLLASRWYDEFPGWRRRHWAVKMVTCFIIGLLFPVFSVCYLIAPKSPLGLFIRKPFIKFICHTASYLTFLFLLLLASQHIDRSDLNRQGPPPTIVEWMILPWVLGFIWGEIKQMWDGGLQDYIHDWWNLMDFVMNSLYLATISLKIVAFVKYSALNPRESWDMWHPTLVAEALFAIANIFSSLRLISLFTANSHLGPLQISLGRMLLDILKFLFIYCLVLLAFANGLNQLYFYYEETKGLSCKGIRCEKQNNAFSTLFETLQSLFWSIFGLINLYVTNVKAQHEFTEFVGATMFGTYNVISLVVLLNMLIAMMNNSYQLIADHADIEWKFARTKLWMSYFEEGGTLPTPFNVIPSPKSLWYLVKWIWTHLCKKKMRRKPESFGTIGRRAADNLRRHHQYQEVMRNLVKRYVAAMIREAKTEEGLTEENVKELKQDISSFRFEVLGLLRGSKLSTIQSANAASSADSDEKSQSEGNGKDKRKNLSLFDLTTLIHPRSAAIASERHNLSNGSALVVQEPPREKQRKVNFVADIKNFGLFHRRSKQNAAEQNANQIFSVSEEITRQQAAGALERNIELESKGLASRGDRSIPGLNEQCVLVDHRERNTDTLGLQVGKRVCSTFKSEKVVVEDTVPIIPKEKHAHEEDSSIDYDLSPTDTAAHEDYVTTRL
# ANO1 activ: mouse TMEM16A channel activation, primary screen. AID 623877. HEK293 TMEM16A/YFP-H148Q/I152L, iodide quench fluorescence; active compounds read low. 340,000 tested, 0.3% active. B-score at 10 µM;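 active = fluorescence-ratio B-score plate-corrected deviation score at least 3 library SD below zero, with starting fluorescence score within 5 deviations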;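 note: channel opened by trigger with iodide after compound preincubation; score built on the fluorescence ratio of max minus min over baseline; more negative score means more quench and so TMEM16A activation or potentiation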
# KCNQ1 act: potentiators or activators of human KCNQ1 potassium channel. B-score at 10 µM. CHO-K1 KCNQ1, thallium flux FluxOR fluorescence; active compounds read high. P51787. 310,000 tested, 0.35% active;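 active = fluorescence ratio B-score, a plate-corrected score, at least three library SD, with initial intensity B-score within 5 SD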
#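 Assay system: CHO-K1 cells stably expressing KCNQ1. Medium: assay buffer for compound exposure, DMSO matched across wells. Timing: 37 °C overnight plating, 90-min dark dye load, 20-min compound pretreatment. Signal: kinetic FluxOR fluorescence, 10 s baseline plus 110 s post-stimulus.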
# hERG rescue: shields human hERG channel from block by proarrhythmic agents | Q12809 | CHO-hERG, FluxOR thallium flux, dofetilide IC70 present | activation (rescue from dofetilide block), less the hit threshold, % at 10 µM | 310,000 tested, 0.51% active | AID 1511;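 active = activation above the mean of controls blocked by dofetilide plus 5 SD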;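 note: thallium influx through hERG after potassium depolarization seen as dye fluorescence rise; in these data hits start at about 4.7%; inactives centre near -7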
# DYRK1A inh: blocks rat Dyrk1A kinase activity; ADP-Glo luminescence, NFATc1 peptide; 310,000 tested, 0.43% active; Q63470; AID 504441; inhibition, % at 12.5 µM; in the data active = inhibition above about 50%;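 note: plate controls were vehicle with enzyme for no effect and no enzyme for full effect; many of its hits are not listed in these tables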
# KCNK3 block: human KCNK3 channel inhibition, primary screen | CHO-KCNK3 thallium flux, FluxOR fluorescence; active compounds read low | B-score at 10 µM | 340,000 tested, 0.84% active;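 active = B-score under library mean minus 4 SD, starting fluorescence ratio at most library mean plus 5 SD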;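 note: more negative B-score means stronger inhibition of thallium flux through KCNK3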
# KCNK9 inh: inhibitors of human KCNK9 two-pore domain potassium channel; Q9NPC2; HEK293 KCNK9, FluxOR thallium flux fluorescence; active compounds read low; B-score at 10 µM; 310,000 tested, 1.2% active; AID 488922;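 active = ratio B-score over 3 SD below the library mean, with starting fluorescence within 5 SD of its mean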;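 note: negative B-score means less thallium flux so channel inhibition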
# HDAC3 inhib: blocks human histone deacetylase 3 | O15379 | recombinant HDAC3, fluorogenic peptide/trypsin coupled, fluorescence | inhibition, % at 8.3 µM | 320,000 tested, 0.15% active | AID 2718; in the data active = inhibition above about 26%, passing the limit was not always enough
# TMEM16A inh: blocks the mouse calcium-activated chloride channel TMEM16A. Q8BHY3. HEK293 TMEM16A/YFP iodide influx fluorescence, ionomycin. normalized B-score (activity score, 25-100; higher = stronger inhibition) at 10 µM. 310,000 tested, 1.2% active. AID 588511;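 active = ratio plate-corrected score three or more library SD toward inhibition, starting fluorescence score within five deviations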;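 note: score derived from kinetic fluorescence span divided by baseline fluorescence per well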
# TRPC4 agonist: TRPC4 (mouse) channel activation; Q9QUQ5; HEK293 TRPC4beta/mu-opioid, Fluo4 calcium fluorescence; active compounds read high; B-score at 10 µM; 310,000 tested, 0.49% active;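 active = B-score above 5 SD of library B-scores, and initial fluorescence ratio not above library mean plus 5 SD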;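 note: positive B-score marks a calcium rise read as TRPC4 activation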
#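 Test system: HEK293 cells stably co-expressing mouse TRPC4beta and mu-opioid receptor | Schedule: Fluo4 dye loading 45 min at room temperature, 110 s recording | Measured by: Kinetic Fluo4 calcium fluorescence, 5 s baseline at 1 Hz | Evaluation: B score of integrated ratio | Controls: Buffer (low) and maximal DAMGO (high)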
# * hit, by the source's call; i = inactive; . = not tested or not shown; & = joins results of further samples. A portion of the library (hit frequency here may not be typical).
SMILES,KCNQ1 inh,TRPC4 potent,ANO1 activ,KCNQ1 act,hERG rescue,DYRK1A inh,KCNK3 block,KCNK9 inh,HDAC3 inhib,TMEM16A inh,TRPC4 agonist
O=C(Nc1ncc2c(n1)-c1ccccc1OC2)c1ccccc1Cl,i,i,i,i,-5.2,6.1,i,i,-8.2,i,i
Cn1c(=O)c2cc3c(nc2n(C)c1=O)CC(c1ccccc1)CC3=O (stereo not given),i,i,i,i,-10.1,.,i,i,-4.0,i,i
CC1(c2ccccc2)NC(=O)N(CC(=O)NCc2cccc(Cl)c2)C1=O (stereo not given),i,i,i,i,-7.0,-0.2,i,i,-2.1,i,i
CC(NC(=O)/C(C#N)=C1\N=C(NC(=O)c2cccs2)c2ccccc21)c1ccccc1 (stereo not given),i,i,i,i,-11.8,-0.6,i,i,2.5,i,i
Cc1cc(NC(=O)CSc2nc3c(c(=O)n2Cc2ccccc2)SC(C)C3)no1 (stereo not given),i,i,i,i,-5.1,-3.4,i,i,8.0,i,i
Cc1ccc(SC[C@H](C)CN2CC[C@H](C)CCC2=O)cc1,i,i,i,i,-7.5,-0.8,i,i,3.9,i,i
O=C(O)c1ccc(/C=N/NC(=O)c2ccc(F)cc2)cc1,i,i,i,i,-9.2,16.1,i,i,10.5,i,i
COc1cccc(C(=O)c2c(C)c(CCC#N)n3ccccc23)c1,i,i,i,i,-16.0,-3.0,i,i,2.8,i,i
O=C(c1cc(-c2ccccc2Cl)nc2ccc(Br)cc12)N1CCN(c2ccccn2)CC1,i,i,i,i,-7.1,-9.8,i,i,-5.2,25*,i
Cc1ccc(S(=O)(=O)CCC(=O)N2CCN(c3ccccc3F)CC2)cc1,i,i,i,i,-4.9,-3.1,i,i,7.7,i,i
O=C(NC1CCS(=O)(=O)C1)c1ccc(N2CCCCC2)c([N+](=O)[O-])c1 (stereo not given),i,i,i,i,0.7,-7.1,i,i,-6.7,i,i
CCOC(=O)c1cc(-c2ccccc2)n(CC(=O)NC(C)(C)C)c1C,i,i,i,i,-8.8,-0.9,i,i,0.3,i,i
CCCCN(CC)C(=O)c1ccc(-c2ccccc2)cc1,i,i,i,i,-9.9,-0.2,i,i,8.9,i,i
CC(=O)C(CC(=O)N1CCCc2ccccc21)C(=O)Nc1ccc(F)cc1 (stereo not given),i,i,i,i,-8.9,-2.3,i,i,11.3,i,i
O=C(NC1CCCc2c1cnn2-c1cc(F)cc(F)c1)c1ccncc1 (stereo not given),i,i,i,i,-4.7,1.9,i,i,-1.7,i,i
Cc1ccc2sc(N(CCCN(C)C)C(=O)CN3C(=O)c4ccccc4C3=O)nc2c1C,i,i,i,i,-13.6,-0.9,i,i,6.2,i,i
CCOc1ccc(NC(=S)NC(=O)/C=C/c2ccc(Br)cc2)c([N+](=O)[O-])c1,i,i,i,i,-8.6,-1.6,i,i,3.7,i,i
Cc1ccc(-c2nn(C)c(=O)c3ccccc23)cc1CNC(=O)NC1CCCCC1,i,i,i,i,-2.5,3.7,i,i,5.1,i,i
C=CCSc1nnc2c(n1)OC(C)=Nc1ccc(Br)cc1-2,i,i,i,i,-5.5,2.3,i,i,0.5,i,i
Fc1ccc(OCCn2cnc(Cl)c2Cl)cc1,i,i,i,i,-11.3,17.8,i,i,1.4,i,i
CCCC(=O)Nc1cc2c3c(c1)CCN3C(=O)CC2,i,i,i,i,-2.5,4.3,i,i,-1.4,i,i
Cc1ccc(SC(C)C(=O)NCc2ccncc2)cc1 (stereo not given),i,i,i,i,-4.6,1.6,i,i,1.4,i,i
CC(Oc1ccc(Br)cc1)C(=O)Nc1ccc(S(=O)(=O)N(C)C2CCN(C)CC2)cc1 (stereo not given),i,i,-10.2*,10*,-15.8,-0.4,i,i,-11.2,i,63*
COc1ccc(/C(C)=N/NC(=O)CNC(=O)c2cccs2)cc1,i,i,i,i,-7.0,-0.2,i,i,0.8,i,i
COc1ccc(-c2csc(NC(=O)Cc3ccccc3)n2)cc1OC,i,i,i,i,-8.4,-2.3,i,i,-0.5,i,i
Fc1ccc(N2CCN(c3nc(CN4CCOCC4)nc4scc(-c5ccccc5)c34)CC2)cc1,i,i,i,i,-13.1,-30.2,i,i,-1.5,i,i
O=C(Cc1ccccc1)NCCSCc1ccc(Cl)cc1,i,i,i,i,-10.9,-7.9,i,i,-0.1,i,i
Cc1cc(C(=O)COC(=O)c2cccnc2Cl)c(C)n1-c1c(C)n(C)n(-c2ccccc2)c1=O,i,i,i,i,-6.9,.,i,i,5.7,i,i
CCN(CC)CCCN(C(=O)c1ccco1)c1nc(-c2ccc(Cl)cc2)cs1,i,i,i,i,-18.8,1.0,i,i,4.1,i,i
O=C(Nn1cnnc1)c1ccc(F)c(S(=O)(=O)N2CCCCC2)c1,i,i,i,i,-6.3,5.0,i,i,5.5,i,i
CCOc1cc(/C=N\NC(=O)c2ccc(NC(=O)C(C)(C)C)cc2)ccc1OC(=O)c1ccc(OC)cc1,i,i,i,i,-9.2,-5.3,i,i,-1.8,i,i
CC(C(=O)N1CCOCC1)n1cc([N+](=O)[O-])cn1 (stereo not given),i,i,i,i,-15.1,-4.8,i,i,1.0,i,i
O=C(c1c[nH]c(C(=O)C(Cl)(Cl)Cl)c1)c1ccc(F)cc1Cl,i,i,i,8*,-15.3,1.1,-10.6*,i,2.3,i,i
O=C(CCC1CCCN(C(=O)CCN2CCCCC2=O)C1)NCc1ccccc1F (stereo not given),i,i,i,i,-3.7,-1.4,i,i,-0.3,i,i
CCOC(=O)c1c(NC(=O)CN2C(=O)NC(C)(c3ccccc3)C2=O)sc(C)c1C (stereo not given),i,i,i,i,-11.6,13.6,i,i,0.7,i,i
Cc1ccc(SCc2[nH]nc3c2C(C(C)C)C(C#N)=C(N)O3)cc1 (stereo not given),i,i,i,i,-4.1,-0.2,i,i,.,i,i
Cc1ccc(/C=C2\SC(=S)N(CCC(=O)NNC(=O)c3cccnc3)C2=O)cc1,i,i,i,i,-6.5,0.3,i,i,-0.6,i,i
CCCOc1ccc(-c2nc(=S)[nH][nH]2)cc1,i,i,i,i,-19.0,-5.1,i,i,7.2,i,i
CCN1CN(Cc2ccccc2)CNC1=S,i,i,i,i,0.4,-3.8,i,i,-2.2,i,i
COc1ccnc(Oc2ccccc2)c1C(=O)N/C=N/OCc1ccc(F)cc1Cl,i,i,i,i,-18.9,-4.5,i,i,1.6,i,i
Cc1ccc(C(=O)Oc2ccc(/C=N/NC(N)=O)cc2)cc1,i,i,i,i,-8.5,-4.3,i,i,-0.3,i,i
Cc1ccc(S(=O)(=O)N2CCC(C(=O)N[C@@H](Cc3ccccc3)C(=O)O)CC2)cc1,i,i,i,i,-5.6,-3.3,i,i,-8.7,i,i
Cc1cc(NC(=O)CSc2cc(Cl)ccc2Cl)n(-c2ccccc2)n1,i,i,i,i,-21.9,-37.2,-9.62*,-9.98*,5.0,i,i
CCCC(=O)C1=C(SCC)CC(C)(C)C(C(=O)OC)C1=O (stereo not given),i,i,i,i,-7.1,-4.1,i,i,3.6,i,i
Cc1ccc(S(=O)(=O)c2cc3c(=O)n4cccc(C)c4nc3n(C3CCCCC3)c2=N)cc1,i,i,i,i,-7.7,-2.8,i,i,2.3,i,i
CCNC(=O)OCc1cn(-c2ccccc2)nn1,i,i,i,i,-1.7,-2.6,i,i,2.7,i,i
CCCNC(=O)c1ccccc1NC(=O)c1ccccc1N(C)S(C)(=O)=O,i,i,i,i,0.8,2.0,i,i,-7.2,i,i
Cc1ccccc1-c1nn2c(-c3ccccc3)nnc2s1,i,i,i,i,-8.2,13.3,i,i,11.5,i,i
Cc1cc(C)c(C)c(S(=O)(=O)NC2CCN(Cc3ccccc3)CC2)c1C,i,i,i,i,-12.9,5.2,i,i,1.4,i,i
C=CCNC(=O)c1cn(CC)c2cc(N3CCN(C(=O)c4ccco4)CC3)c(F)cc2c1=O,i,i,i,i,-11.2,3.0,i,i,-16.7,i,i

# (next part)
SMILES,KCNQ1 inh,TRPC4 potent,ANO1 activ,KCNQ1 act,hERG rescue,DYRK1A inh,KCNK3 block,KCNK9 inh,HDAC3 inhib,TMEM16A inh,TRPC4 agonist
Cc1cccc(-n2c(SCC(=O)Nc3ccc4c(c3)OCO4)nnc2-c2ccoc2C)c1,i,i,i,i,0.1,-0.1,i,i,5.6,i,i
CCC(C(=O)NCc1ccco1)N(C(=O)CNS(=O)(=O)c1ccccc1)C1CCCCC1 (stereo not given),i,i,i,i,-7.7,-6.8,i,i,-0.3,i,i
Cc1cccc(N2CCN(C(=O)c3cccc(S(=O)(=O)N4CCc5ccccc5C4)c3)CC2C)c1 (stereo not given),i,i,i,i,-7.5,3.1,i,i,2.4,i,i
Cc1ccc(S(=O)(=O)CC(=O)c2ccc([N+](=O)[O-])cc2)cc1,i,i,i,i,-10.2,13.5,i,i,0.8,i,i
CCC1CCCCN1CCCNC(=O)CN1C(=O)c2cccnc2Oc2ccc(Cl)cc21 (stereo not given),i,i,i,i,-8.7,-2.3,i,i,-0.4,i,i
COCCCn1c(C(=O)NC2CCCCC2C)cc2c(=O)n3cccc(C)c3nc21 (stereo not given),i,i,i,i,-3.9,.,i,i,-4.5,i,i
Cc1nnsc1C(=O)N(Cc1ccccc1)C(C)C,i,i,i,i,-6.3,.,i,i,-3.0,i,i
C=CCn1c(SCC(=O)c2cccs2)nnc1-c1cccc(OC)c1,i,i,i,i,-10.9,7.9,i,i,-6.2,i,i
COc1cc(OC)cc(C(=O)NCc2ccc3[nH]c(C)cc3c2)c1,i,i,i,i,-0.3,7.9,i,i,-1.8,i,i
CC[C@@H](C)[C@H](NC(=O)CNC(=O)Cc1c(C)c2c(cc(C)c3c(C)coc32)oc1=O)C(=O)O,i,i,i,i,-10.8,5.6,i,i,-23.3,i,i
CC(/C=C\c1cccnc1)=C/C(=O)O,i,i,i,i,0.3&-3.9,-5.6&-2.3,i,i,9.7&16.3,i,i
CCCCn1c(N)c(N(CC(C)C)C(=O)C2CCN(S(=O)(=O)c3ccccc3)CC2)c(=O)[nH]c1=O,i,i,i,i,-3.3,-1.6,i,i,6.9,i,i
Cc1nc([N+](=O)[O-])cn1CC(=O)c1ccc(F)cc1,i,i,i,i,-3.8,-3.6,i,i,4.0,i,i
Cc1ccnc(NC(=O)CS(=O)(=O)Cc2ccccc2)c1,i,i,i,i,-6.2,5.5,i,i,-0.2,i,i
CCOC(=O)C1CCN(C(=O)CSc2nnc(-c3ccco3)n2-c2ccccc2)CC1,i,i,i,i,-1.8,-0.3,i,i,-6.1,i,i
